15-hLO inh: qHTS Assay for Inhibitors of 15-hLO (15-human lipoxygenase); Polyunsaturated fatty acid lipoxygenase ALOX15 (Homo sapiens), P16050; purified 15hLO-1, xylenol orange hydroperoxide absorbance; Potency, µM (doses to about 57.1 µM), without a hit: top-dose activity change, negative = inhibition, hits mostly inhibitors; actives 1.4% (n = 74,000); further: potency means the concentration at half of the fitted maximal effect; on the % scale 0 is the no-effect control and ±100 the full control effect; nearly all actives have a fitted effect of over 55% in size
Target sequence (P16050 whole entry, looked up): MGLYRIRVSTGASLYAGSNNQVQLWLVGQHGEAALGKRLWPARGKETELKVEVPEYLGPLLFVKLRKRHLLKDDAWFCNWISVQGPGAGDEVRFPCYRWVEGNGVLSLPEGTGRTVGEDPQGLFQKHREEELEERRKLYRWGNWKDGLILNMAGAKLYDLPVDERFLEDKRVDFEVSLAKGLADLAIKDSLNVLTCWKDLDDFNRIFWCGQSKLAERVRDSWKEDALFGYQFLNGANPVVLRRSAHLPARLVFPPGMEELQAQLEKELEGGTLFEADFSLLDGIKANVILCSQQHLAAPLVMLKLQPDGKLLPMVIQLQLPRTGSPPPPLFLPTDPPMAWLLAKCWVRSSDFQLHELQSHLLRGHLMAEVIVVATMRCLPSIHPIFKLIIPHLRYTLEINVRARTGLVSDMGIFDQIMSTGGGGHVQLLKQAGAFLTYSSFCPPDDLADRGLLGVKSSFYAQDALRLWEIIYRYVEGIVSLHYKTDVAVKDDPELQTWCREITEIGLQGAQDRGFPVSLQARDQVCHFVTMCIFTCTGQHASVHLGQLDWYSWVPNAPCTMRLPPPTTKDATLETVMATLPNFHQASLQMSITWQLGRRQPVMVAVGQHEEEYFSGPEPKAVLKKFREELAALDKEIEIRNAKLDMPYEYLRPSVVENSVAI
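Compounds were preincubated 15 min at room temperature with 40 nM purified human enzyme (25 mM Hepes pH 7.5, 0.01% Triton X-100); 50 uM arachidonic acid reacted 6 min. Fe-xylenol orange detection, 30 min, absorbance ratio 573/405 nm.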
HADH2 inh: qHTS Assay for Inhibitors of HADH2 (Hydroxyacyl-Coenzyme A Dehydrogenase, Type II). recombinant HADH2, NADH fluorescence, beta-hydroxybutyryl-CoA. Potency, µM (series often up to 57.1 µM), for the others: top-dose activity change, negative = inhibition, usual class: inhibitors. actives 3.4% (n = 73,000). AID 886, 2007; further: potency means the concentration at half of the fitted maximal effect; on the % scale 0 is the no-effect control and ±100 the full control effect; nearly all actives have a fitted effect of over 60% in size; many of its hits are not listed in these tables
Target sequence (Q99714 whole entry, looked up, one chain of several): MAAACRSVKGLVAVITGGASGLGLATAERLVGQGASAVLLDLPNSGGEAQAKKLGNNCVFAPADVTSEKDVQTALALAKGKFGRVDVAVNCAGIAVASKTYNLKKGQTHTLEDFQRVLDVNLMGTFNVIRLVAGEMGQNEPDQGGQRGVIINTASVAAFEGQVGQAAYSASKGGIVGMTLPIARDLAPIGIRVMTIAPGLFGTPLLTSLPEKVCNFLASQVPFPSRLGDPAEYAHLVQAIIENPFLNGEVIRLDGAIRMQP
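Buffer 100 mM Tris-HCl pH 9.0/0.01% Tween-20; HADH2 20 nM; NAD+ 1 mM; beta-hydroxybutyryl-CoA 90 uM (all final). 15 min cpd preincubation, RT.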
ERK AVP block: qHTS Assay for Inhibitors of the ERK Signaling Pathway using a Homogeneous Screening Assay | HEK293-V1b, vasopressin-stimulated pERK AlphaScreen | Potency, µM (titrated, usually from 57.5 µM), without a hit: at the highest dose activity, negative = inhibition, most hits filed as inhibitors | actives 0.99% (n = 72,000) | AID 995, 2007; further: potency means the concentration at half of the fitted maximal effect; on the % scale 0 is the no-effect control and ±100 the full control effect; nearly all actives have a fitted effect of over 55% in size
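Overnight-seeded V1b-HEK293 cells in 1% FBS got compound, then vasopressin (25 nM final, 5 min, 37C), then lysis buffer. AlphaScreen detection of phospho-ERK; activity normalized to basal and full-stimulation controls.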
HBB splice mod: qHTS Assay for Modulators of Hemoglobin Beta Chain Splicing | AID 925, 2007 | HBB splicing reporter cell assay, activation; EGFP reporter with mutant IVS2-654 intron; response scale: normalised to 500 nM splice-correcting PNA | Potency, µM (doses to about 46.1 µM), for the others: at the top dose activation, most hits filed as activators | actives 0.06% (n = 65,000); further: potency means the concentration at half of the fitted maximal effect; 0% is about no effect
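HeLa cells stably expressing EGFP interrupted by mutant beta-globin intron 2 (IVS2-654), 500/well in 2% FCS. Treated with compound for 2 days at 37C. Splicing correction scored as total well GFP intensity (488 nm excitation, 500-520 nm emission); 500 nM antisense PNA served as control.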
CRE Fsk mod: Cell signaling CRE-BLA (Fsk stim). CHO CRE-bla reporter (cAMP response element driving beta-lactamase), forskolin EC10, beta-lactamase ratio. Potency, µM (highest dose often 38.2 µM), inactives show top-dose activity change, negative = inhibition, hits mostly activators. actives 2.5% (n = 71,000); active means well fitted activation curve with a large enough effect in the signal ratio, with a control signal flat, not every such curve was filed as active; inconclusive means small, poorly fitted or top-dose-only effect, or effect the other way, or a change in a side signal; the % refers to the signal ratio; further: potency means the concentration at half of the fitted maximal effect; % of control where 0% means no effect
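Modulation of forskolin-driven signalling is measured in CHO cells carrying a CRE-controlled beta-lactamase reporter. Cells are stimulated with EC10 NKH 477 in the presence of titrated compound for 3 h at 37 °C, then loaded with CCF4 for 2 h at room temperature.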
Hsp90 Hop PPI: qHTS Assay for Disrupters of an Hsp90 Co-Chaperone Interaction; Hsp90 C-terminal peptide / TPR2A (Hop) interaction, human; AlphaScreen TPR2A-His6 binding biotin-Hsp90 C-terminal peptide; Potency, µM (series often up to 57 µM), inactives show at the highest dose activity change, negative = inhibition; actives 0.44% (n = 71,000); active means well fitted curve in either direction with a large enough effect; inconclusive means small, poorly fitted or top-dose-only effect, or another doubt; further: potency means the concentration at half of the fitted maximal effect; on the % scale 0 is the no-effect control and ±100 the full control effect; many of its hits are not listed in these tables
Pol III holo inh: qHTS Assay for Inhibitors of DNA Polymerase III Holoenzyme System; reconstituted DNA polymerase III holoenzyme replication, biochemical; actives 0.25% (n = 71,000); AID 603, 2007; Potency, µM (titrated, usually from 57.1 µM), for the others: top-dose activity change, negative = inhibition; further: potency means the concentration at half of the fitted maximal effect; on the % scale 0 is the no-effect control and ±100 the full control effect
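Reconstituted *E. coli* holoenzyme (0.35 nM Pol III, 1 nM beta, 154 nM SSB, 2 nM primase) was preincubated with compound for 15 min at RT. Synthesis on 1.4 nM ssM13Gori ran 35 min, then was stopped with PicoGreen/EDTA and read as dsDNA fluorescence.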
Ub-GFP proteasome: Ubiquitin-GFP Assay; Ubiquitin-GFP reporter cells, proteasome inhibition, GFP fluorescence; response scale: untreated = 0%, 10 µM MG-132 = 100%; AID 526, 2006; Potency, µM (series often up to 45.9 µM), inactives show at the top dose activation (GFP accumulation), usual class: activators; 67,000 tested, under 10 active; active means well fitted activation curve with a large enough effect, not every such curve was filed as active; inconclusive means small, poorly fitted or top-dose-only effect, or another doubt; inactive means no such curve, though single readings can be large or run the other way; further: potency means the concentration at half of the fitted maximal effect
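Proteasome block read as GFP accumulation: ubiquitin(G76V)-GFP U2OS cells exposed to compound (2.9 nM–46 uM) for 4 hr at 37 C. Normalization used untreated cells as 0% and 10 uM MG-132 as 100%; concentration-response curves fitted.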
GFP derepression: qHTS Assay for Epigenetic Modulators; mouse C127i GFP locus derepression, cytometry, 30 h; Potency, µM (highest dose often 46.1 µM), inactives show at the highest dose GFP derepression (activation); actives 0.09% (n = 68,000); further: % of control where 0% means no effect
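Locus derepression in mouse mammary C127i cells whose integrated CMV-GFP reporter is normally silent; GFP expression after 30 h compound treatment was quantified by counting fluorescent cells.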
Luciferase inh: qHTS Assay for Inhibitors of Firefly Luciferase; Luciferin 4-monooxygenase (Photinus pyralis), P08659; purified firefly luciferase, luminescence, 8 min; Potency, µM (titrated, usually from 57.1 µM), without a hit: top-dose activity change, negative = inhibition, actives largely listed as inhibitors; actives 2.2% (n = 72,000); further: potency means the concentration at half of the fitted maximal effect; on the % scale 0 is the no-effect control and ±100 the full control effect; nearly all actives have a fitted effect of over 40% in size
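Firefly luciferase (PKLight detection mix) with 10 uM ATP in pH 7.2 imidazole buffer (KCl, MgCl2, Tween 20, BSA). Compounds tested across a concentration series (qHTS). Luminescence read after 8 min at ambient temperature.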
Tau fil binding: qHTS Assay for Tau Filament Binding; AID 596, 2007; actives 2% (n = 71,000); Potency, µM (top dose mostly 57.1 µM), inactives show top-dose activity change, negative = inhibition; recombinant tau filaments, thioflavin S fluorescence, 15 h; filaments grown with octadecylsulfate alongside compound; Microtubule-associated protein tau (Homo sapiens), P10636;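 further: potency means the concentration at half of the fitted maximal effect; on the % scale 0 is the no-effect control and ±100 the full control effect; actives lower thioflavin S fluorescence by blocking filaments or displacing dye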
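His-tagged recombinant human tau (exons 2, 3, 10; 1 uM final) fibrillized with 30 uM sodium octadecylsulfate, 15 h at 37 C, in pH 7.4 HEPES buffer with 10 uM thioflavine S and 5 mM DTT. Reduced ThS fluorescence (450/510 nm) marks activity.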
Active calls of the source: *; [ ] = another dose, or the depositor's remark. Unless noted, the call rests on the fitted dose curve; in most records, active means well fitted curve in the direction sought with a large enough effect; inconclusive means small, poorly fitted or top-dose-only effect, or another doubt; inactive means no such curve, though single readings can be large; an effect the other way counts as inactive or inconclusive.

COc1ccc(CNC(=O)CN(C(=O)c2cc3sccc3n2C)C2CCCC2)cc1 was read as 15-hLO inh -6%, HADH2 inh -3%, ERK AVP block -14%, HBB splice mod -0.2%[57.5 µM], CRE Fsk mod -6%, Hsp90 Hop PPI -3%, Pol III holo inh -5%, Ub-GFP proteasome -1%, GFP derepression 2%, Luciferase inh 0% and Tau fil binding 10%.
For O=C(CSc1nnc(NC(=O)c2ccco2)s1)NC1CCCCC1 the results were 15-hLO inh -3%, HADH2 inh -2%, ERK AVP block 9%, HBB splice mod -0.2%[57.5 µM], CRE Fsk mod -8%, Hsp90 Hop PPI -9%, Pol III holo inh -4%, Ub-GFP proteasome 3%, GFP derepression 2%, Luciferase inh 4% and Tau fil binding -10%.
Screening COc1ccc(OC)c(NC(=O)CSc2nnc(CNC(=O)c3ccco3)o2)c1 returned 15-hLO inh 0%, HADH2 inh inconclusive, ERK AVP block 27%, HBB splice mod -0.7%, CRE Fsk mod -7%, Hsp90 Hop PPI inconclusive, Pol III holo inh -2%, Ub-GFP proteasome 13%, GFP derepression -2%, Luciferase inh -1% and Tau fil binding 8%.
Screening COc1ccc(F)cc1S(=O)(=O)N1CCC(C(N)=O)CC1 returned 15-hLO inh 3%, HADH2 inh 8%, ERK AVP block -1%, HBB splice mod -0.7%, CRE Fsk mod 0%, Hsp90 Hop PPI -5%, Pol III holo inh -2%, Ub-GFP proteasome 6%, GFP derepression 2%, Luciferase inh 1% and Tau fil binding -2%.
COC(=O)c1ccc(-c2nc3ccccc3o2)cc1 was read as 15-hLO inh 7%, HADH2 inh 71%[activator], ERK AVP block -3%, CRE Fsk mod 1%, Hsp90 Hop PPI 0%, Pol III holo inh -4%, Ub-GFP proteasome -6%, GFP derepression 0%, Luciferase inh -6% and Tau fil binding -7%.
For Cc1cc(C)c(-c2cc(C(F)(F)F)no2)c(=O)[nH]1 the results were 15-hLO inh 1%, HADH2 inh -26%, ERK AVP block 1%, HBB splice mod 1.0%, CRE Fsk mod 7%, Hsp90 Hop PPI -2%, Pol III holo inh -1%, Ub-GFP proteasome -8%, GFP derepression -3%, Luciferase inh 0% and Tau fil binding -2%.
`O=C(CN1C(=O)c2ccccc2S1(=O)=O)N1CCc2ccccc2C1` gave 15-hLO inh -2%, HADH2 inh 3%, ERK AVP block -19%, HBB splice mod 1.5%, CRE Fsk mod 2%, Hsp90 Hop PPI -3%, Pol III holo inh -2%, Ub-GFP proteasome 7%, GFP derepression 3%, Luciferase inh 3% and Tau fil binding 9%.
CCCc1cc(C(=O)N2CCN(c3ccccc3C)CC2)cs1 was read as 15-hLO inh inconclusive, HADH2 inh -10%, ERK AVP block 83%[activator], HBB splice mod -0.9%, CRE Fsk mod inconclusive, Hsp90 Hop PPI inconclusive, Pol III holo inh -7%, Ub-GFP proteasome 3%, GFP derepression 2%, Luciferase inh 2% and Tau fil binding -26%.
For CCOC(=O)Cc1csc(SCC(=O)c2c(N)n(CC(C)C)c(=O)n(C)c2=O)n1 the results were 15-hLO inh -3%, HADH2 inh -5%, ERK AVP block inconclusive, HBB splice mod 0.1%, CRE Fsk mod -12%, Hsp90 Hop PPI 1%, Pol III holo inh -3%, Ub-GFP proteasome 3%, GFP derepression 0%, Luciferase inh 1% and Tau fil binding 9%.
For CC1(c2ccccc2)CC(c2ccccc2)=Nc2nonc2N1 (centres undefined) the results were 15-hLO inh -7%, HADH2 inh -11%, ERK AVP block -3%, HBB splice mod 4.1%[1.84 µM], CRE Fsk mod inconclusive, Hsp90 Hop PPI -1%, Pol III holo inh -2%, Ub-GFP proteasome 14%, GFP derepression -2%, Luciferase inh 2% and Tau fil binding -8%.
Screening CCn1c(CSc2nc3ccccc3n2C)nc2ccccc21 returned 15-hLO inh 20%, HADH2 inh 3%, ERK AVP block -16%, HBB splice mod -0.8%, CRE Fsk mod inconclusive, Hsp90 Hop PPI -4%, Pol III holo inh -3%, Ub-GFP proteasome 20%, GFP derepression -2%, Luciferase inh -1% and Tau fil binding -13%.
Cc1cc(C)nc(-n2nc(C)c3c(=O)[nH]c(C(F)(F)F)nc32)n1 was read as 15-hLO inh 8%, HADH2 inh 15%, ERK AVP block 12%, HBB splice mod -0.3%[57.5 µM], CRE Fsk mod -8%, Hsp90 Hop PPI -2%, Pol III holo inh -3%, Ub-GFP proteasome -2%, GFP derepression 1%, Luciferase inh 1% and Tau fil binding 10%.
`CCOC(=O)C(NC(=O)N1CCCCC1)(c1ccccc1)C(F)(F)F` (centres undefined) gave 15-hLO inh 1%, HADH2 inh 1%, ERK AVP block -7%, HBB splice mod 0.8%, CRE Fsk mod inconclusive, Hsp90 Hop PPI -17%, Pol III holo inh -4%, Ub-GFP proteasome -13%, GFP derepression 2%, Luciferase inh 2% and Tau fil binding 4%.
Screening COc1ccc(-c2nnn(CC(=O)N(C3CCCCC3)C(C)C(=O)NC3CCCC3)n2)cc1OC (centres undefined) returned 15-hLO inh -26%, HADH2 inh 13%, ERK AVP block 2%, HBB splice mod -0.5%, CRE Fsk mod -19%, Hsp90 Hop PPI -2%, Pol III holo inh -4%, Ub-GFP proteasome 3%, GFP derepression -4%, Luciferase inh 2% and Tau fil binding -3%.
Screening COc1cc(C2C(C(=O)Nc3ccccc3OC)=C(C)Nc3ncnn32)ccc1O (centres undefined) returned 15-hLO inh -5%, HADH2 inh -5%, ERK AVP block 11%, HBB splice mod -0.5%, CRE Fsk mod 2%, Hsp90 Hop PPI -3%[2.3 µM], Pol III holo inh -3%, Ub-GFP proteasome 4%, Luciferase inh 5% and Tau fil binding -19%.
`O=P(O)(CCCCP(=O)(O)CCc1ccccc1)CCc1ccccc1` gave 15-hLO inh 4%, HADH2 inh -7%, ERK AVP block -22%, HBB splice mod 3.1%[0.369 µM], CRE Fsk mod inconclusive, Hsp90 Hop PPI -3%, Pol III holo inh -3%, GFP derepression -2%, Luciferase inh 0% and Tau fil binding -17%.
Screening Cc1ccsc1C1NC(=O)c2c(sc3c2CCN(C)C3)N1 (centres undefined) returned 15-hLO inh inconclusive, HADH2 inh inconclusive, ERK AVP block inconclusive, HBB splice mod inconclusive, CRE Fsk mod 10%, Hsp90 Hop PPI inconclusive, Pol III holo inh 4%, Ub-GFP proteasome -12%, GFP derepression 2%, Luciferase inh -9% and Tau fil binding inactive.
`CO[C@H]1COC(=O)[C@H]2CCCN2C(=O)C/C=C\[C@@H](C)[C@H](OC)COC(=O)C/C=C\[C@@H]1C` gave 15-hLO inh 2%[11.4 µM], HADH2 inh -4%[11.4 µM], ERK AVP block 1%[11.5 µM], HBB splice mod 2.5%[9.22 µM] and Luciferase inh 0%[11.4 µM].
`Clc1ccc(C(c2nnnn2C2CCCC2)N2CCSCC2)cc1` (centres undefined) gave 15-hLO inh -4%, HADH2 inh 5%, ERK AVP block 4%, CRE Fsk mod -6%, Hsp90 Hop PPI 4%, Pol III holo inh -5%, Ub-GFP proteasome -1%, GFP derepression 1%, Luciferase inh -1% and Tau fil binding -7%.
Screening CCOC(=O)C1CCCN(C(=O)c2cn(CC)c(=O)c3cc(OC)c(OC)cc23)C1 (centres undefined) returned 15-hLO inh -2%, HADH2 inh 4%, ERK AVP block inconclusive, HBB splice mod 0.7%, CRE Fsk mod inconclusive, Hsp90 Hop PPI 3%, Pol III holo inh 1%, Ub-GFP proteasome 3%, GFP derepression 0%, Luciferase inh 1% and Tau fil binding -4%.

Screens deposited in PubChem by National Center for Advancing Translational Sciences (NCATS).

A portion of the library; count on the stated rates, not on these rows.
